NCOA2 inhibitor – human SRC2 (NCOA2) inhibition; hit rate 0.17% among 370,000; HEK293 GAL4-SRC2 luciferase reporter, luminescence; inhibition, % at 9 µM; Q15596;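 active = inhibition above the mean inhibition of all tested compounds plus 3 SD, set per campaign, cut at about 52% in these data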;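 also: 0% = DMSO treated cells and 100% = cells given Gossypol at 36 µM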
NOD2-RIPK2 inh – inhibitors of human NOD2-RIPK2 interaction; O43353; CHO BLA complementation NOD2-RIPK2, CCF4 ratio; AID 624267; inhibition, % at 4.98 µM; hit rate 0.38% among 360,000; in the data active = inhibition above about 21%;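 also: 0% = vehicle only and 100% = reference blocker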
Vif imaging – HIV Vif inhibition; HEK293T cells, Vif self-association by quenched fluorescence, imaging, 24 h; inhibition, % at 7.49 µM; hit rate 0.35% among 340,000; in the data active = inhibition above about 50%, passing the limit was not always enough; inconclusive = no clear call, values can overlap the other calls; inactive = below about 31%; also: some results filed as inactive read as strong as hits
TROY NFkB inh – blocks TROY-dependent signaling in reporter cells; Q293 LMP1-TROYcd NF-kB luciferase reporter, 4 h; inhibition, % at 10 µM; hit rate 0.98% among 360,000;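 active = compounds whose plate-normalised and pattern-corrected inhibition of the luciferase reporter signal at the single screening dose is 50% or more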
NCOA3 inh – inhibits human SRC3 coactivator; Q9Y6Q9; inhibition, % at 3.6 µM; HEK293 GAL4-SRC3 luciferase reporter, luminescence; hit rate 0.17% among 360,000;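 active = inhibition above a per-campaign cutoff, the mean of all compounds plus 3 SD, cut at about 60% in these data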;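 also: 0% = DMSO-treated cells and 100% = gossypol-treated cells at 36 µM; higher means less SRC3-driven luciferase light from the GAL4 reporter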
LRH-1 inv ag – suppresses constitutive activity of human LRH-1; O00482; HEK293T StAR-luciferase reporter, LRH-1 transfected, 24 h; inhibition, % at 3.6 µM; hit rate 0.13% among 360,000;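 active = inhibition above the mean inhibition of all tested compounds plus 3 SD, cut at about 73% in these data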;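 also: 0% = DMSO wells and 100% = reporter-only cells lacking LRH-1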
COUP-TFII inh – NR2F2 (human) inhibition, primary screen | P24468 | HEK293T NGFI-A luciferase reporter, luminescence | inhibition, % at 8.6 µM | hit rate 0.7% among 370,000;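 active = inhibition above a per-plate cutoff, mean inhibition of test wells between control levels plus 3 SD, cut at about 38% in these data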;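 also: cells cotransfected with COUP-TFII expression vector driving the NGFI-A reporter; 0% = median of COUP-TF2 test wells and 100% = reporter-only cells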
C8 TRAIL sens – caspase-8 TRAIL sensitization | NB7+C8 cells + TRAIL, ATPlite viability luminescence | AID 624354 | hit rate 1% among 360,000 | inhibition (viability loss, TRAIL sensitization), % at 10 µM;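 active = compounds causing at least 50% loss of cell viability in the single-dose screen, relative to plate controls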
TLR9-MyD88 block – blocks human TLR9 binding to MyD88. Q9NR96+Q99836. CHO BLA complementation TLR9-MyD88, CCF4 FRET ratio. inhibition, % at 4.98 µM. hit rate 0.21% among 340,000. AID 504734;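 active = inhibition above the mean over all tested compounds plus 3 SD, cut at about 21% in these data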;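 also: 0% = DMSO only wells and 100% = clavulanate BLA inhibitor control wells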
NCOA1 inh – inhibits human SRC1 coactivator. HEK293 GAL4-SRC1 luciferase reporter, luminescence. inhibition, % at 3.6 µM. hit rate 0.12% among 360,000. AID 588354;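 active = inhibition above the campaign mean plus 3 SD, with each screening campaign given its own cutoff, cut at about 60% in these data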;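 also: 0% = DMSO treated cells and 100% = gossypol at 36 µM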
Target sequence (Q15788 whole entry, looked up, the tested form may be a part): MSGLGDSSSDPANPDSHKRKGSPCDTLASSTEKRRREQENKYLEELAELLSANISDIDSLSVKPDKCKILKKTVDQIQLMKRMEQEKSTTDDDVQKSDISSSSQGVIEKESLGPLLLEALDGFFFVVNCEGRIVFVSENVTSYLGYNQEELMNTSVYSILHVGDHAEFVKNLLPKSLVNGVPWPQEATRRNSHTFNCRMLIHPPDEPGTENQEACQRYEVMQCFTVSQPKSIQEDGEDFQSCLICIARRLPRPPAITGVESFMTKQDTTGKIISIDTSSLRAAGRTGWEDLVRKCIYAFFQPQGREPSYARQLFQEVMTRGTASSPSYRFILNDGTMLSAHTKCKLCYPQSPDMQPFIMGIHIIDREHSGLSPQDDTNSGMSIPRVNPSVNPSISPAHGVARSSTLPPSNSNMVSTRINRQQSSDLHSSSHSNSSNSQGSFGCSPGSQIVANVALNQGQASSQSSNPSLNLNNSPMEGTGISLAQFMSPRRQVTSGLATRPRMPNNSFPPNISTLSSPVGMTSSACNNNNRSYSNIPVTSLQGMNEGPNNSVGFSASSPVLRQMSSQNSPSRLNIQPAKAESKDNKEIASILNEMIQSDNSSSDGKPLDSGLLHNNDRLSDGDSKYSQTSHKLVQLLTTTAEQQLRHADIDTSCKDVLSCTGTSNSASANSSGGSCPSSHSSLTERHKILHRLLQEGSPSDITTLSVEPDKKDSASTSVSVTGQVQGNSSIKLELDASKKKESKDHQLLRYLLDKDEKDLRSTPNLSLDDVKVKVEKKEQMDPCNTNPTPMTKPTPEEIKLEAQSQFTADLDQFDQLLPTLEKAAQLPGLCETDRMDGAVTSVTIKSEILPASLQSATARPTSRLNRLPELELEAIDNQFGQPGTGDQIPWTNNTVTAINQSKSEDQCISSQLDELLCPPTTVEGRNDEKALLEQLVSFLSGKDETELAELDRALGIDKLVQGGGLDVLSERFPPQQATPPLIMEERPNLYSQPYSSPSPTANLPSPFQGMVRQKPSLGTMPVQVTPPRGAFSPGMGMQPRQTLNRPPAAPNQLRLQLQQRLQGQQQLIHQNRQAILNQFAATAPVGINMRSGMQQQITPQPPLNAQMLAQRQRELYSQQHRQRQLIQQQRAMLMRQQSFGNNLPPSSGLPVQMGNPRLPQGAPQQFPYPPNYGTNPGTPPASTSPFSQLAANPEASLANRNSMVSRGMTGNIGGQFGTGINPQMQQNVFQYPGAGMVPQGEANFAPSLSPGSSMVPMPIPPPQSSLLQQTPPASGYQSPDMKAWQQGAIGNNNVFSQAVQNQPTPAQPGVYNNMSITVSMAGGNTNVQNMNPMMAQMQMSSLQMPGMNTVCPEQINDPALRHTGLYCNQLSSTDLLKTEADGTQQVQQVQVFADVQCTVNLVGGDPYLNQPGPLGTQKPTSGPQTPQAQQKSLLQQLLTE
LMP1 NFkB inh – Epstein-Barr LMP1 NF-kappaB reporter inhibition; AID 504558; inhibition, % at 12.5 µM; LMP1-induced NF-kappaB luciferase reporter cells, luminescence; hit rate 0.69% among 350,000; in the data active = inhibition above about 41%; inconclusive = no clear call, values can overlap the other calls;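 also: 0% = neutral control wells and 100% = reference inhibitor control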
Active calls of the source: *; ? = inconclusive; . = not tested or not shown. An excerpt; count on the stated rates, not on these rows.

SMILES	NCOA2 inhibitor	NOD2-RIPK2 inh	Vif imaging	TROY NFkB inh	NCOA3 inh	LRH-1 inv ag	COUP-TFII inh	C8 TRAIL sens	TLR9-MyD88 block	NCOA1 inh	LMP1 NFkB inh
COc1ccc(CNC(=O)CN(C(=O)CCC(=O)Nc2nccs2)c2cccc(C)c2)cc1	-17.6	-9.5	-14.9	0.7	-30.7	1.1	-4.8	5.5	3.3	-2.0	-0.2
Cc1ccc(NC(=O)CN2C(=O)C3C4C=CC(C4)C3C2=O)cc1S(=O)(=O)N(C)C (centres undefined)	7.5	-3.0	-2.3	0.6	15.6	-20.9	-4.4	-4.6	-2.4	0.4	-4.7
Cc1c(CN2CCC(n3nccc3NC(=O)c3cccc(F)c3)CC2)cnn1C	-3.8	2.9	13.1	13.1	15.0	-5.5	-18.4	1.6	-8.8	-43.7	-5.9
COc1ccc(C(=O)c2ccccc2Cl)cc1OC	14.0	-13.1	?	-3.5	4.7	12.2	-6.4	2.5	-5.7	11.0	-5.0
O=C(O)c1cccc2c1-c1ccc(Cl)cc1C2=O	-13.4	7.1	22.3	11.4	-11.7	2.0	7.4	4.7	1.3	-5.1	2.5
C=CCCC(=O)Nc1nc(C)c(-c2csc(Nc3cccc(OC)c3)n2)s1	-16.2	-7.2	3.4	7.7	-15.7	13.8	8.8	4.2	-8.1	-9.6	6.3
CC/C(=N/OC(=O)c1cccc(C)c1)C(=O)c1cccs1	13.0	-15.4	-4.0	-12.2	-0.3	-0.1	1.9	-1.6	-6.5	1.7	6.7
CN(C)c1ccc(C=c2c3ccccc3n3c2c2c([n+]3C)CCCC2)cc1	-17.9	15.2	-21.8	48.3	79.1*	93.9*	87.5*	47.1	1.1	68.9*	42.5*
C=CCN1C=C2C(=O)C(C)(OC(=O)c3cccs3)C(=O)C=C2C=C1CCCC(=O)OC (centres undefined)	-12.4	5.5	0.7	13.6	-5.0	-30.0	-7.7	-14.0	-3.7	1.3	-4.4
CC(C)C[C@@H]1COc2cccc(N3CCSCC3)c2S(=O)(=O)N1	-3.0	7.0	.	-1.8	.	2.6	-0.9	1.2	.	.	.
COc1ccc(NC(=O)COC(=O)Cc2ccsc2)c(OC)c1	17.4	-2.9	14.8	-9.2	9.6	-1.6	9.1	5.6	4.4	5.8	-1.5
CCNCc1cc([N+](=O)[O-])ccc1OCC	16.0	0.7	-0.9	-5.8	6.2	5.5	-16.3	-0.7	7.1	-4.1	-6.6
Cc1snc(SCC(=O)c2ccc([N+](=O)[O-])cc2)c1C#N	-40.0	-0.8	-1.8	-41.0	-17.3	-1.8	-13.8	1.6	-5.0	-27.4	-21.8
O=C(Nc1ccc(Cl)cc1-c1nc2ccccc2s1)c1ccco1	.	-3.2	21.7	-44.4	-1.2	20.5	.	-5.8	14.0	1.6	-41.2
O=C(CSc1nnc(CNC(=O)c2c(F)cccc2F)o1)NCc1ccccc1	-11.6	3.6	-0.1	-0.6	1.4	15.3	-15.8	-8.2	1.7	-23.3	4.4
CCN(CC)S(=O)(=O)c1ccc(-c2cn3ccc(C)cc3n2)cc1	-56.1	-7.6	-3.3	-47.4	-88.5	-139.9	-33.6	21.5	-6.0	-112.8	-11.1
CCOc1cc(/C=C2\C(=O)N(c3cccc(C(F)(F)F)c3)C(=O)c3ccccc32)ccc1O	2.4	-3.1	-0.8	-0.3	14.9	26.9	-5.1	-0.9	10.6	-37.9	-0.4
Cn1c(=O)cc(OCCCC(=O)N2CCN(c3ccccc3)CC2)c2ccccc21	-13.9	-7.6	-4.0	-2.3	12.8	6.7	-25.1	0.8	3.4	-6.9	2.9
Cn1c(N2CCC(C(N)=O)CC2)nc2c1c(=O)n(Cc1ccc(Cl)cc1)c(=O)n2C	-22.9	-3.8	-9.9	-2.1	6.1	7.6	9.3	-3.0	-2.7	-50.4	-1.5
CCOC(=O)c1ccc(Nc2nc(C)cc(C)c2C#N)cc1	-10.8	-8.5	0.0	10.9	-12.8	0.3	9.2	12.5	1.7	-21.3	2.3
Cn1c(N)c(N2CCCCC2)c(=O)n(CC(=O)Nc2cccc(C#N)c2)c1=O	-16.5	-7.9	-1.6	20.8	4.9	-12.2	5.5	-15.0	-5.2	-0.5	-0.1
Fc1ccccc1CNc1nc(-c2cccnc2)nc2ccccc12	13.2	-4.5	-4.4	9.7	-0.1	2.3	-3.0	3.1	-6.9	10.4	-3.3
COc1cc(-c2nc(-c3ccc(NC(=O)c4ccc5c(c4)OCO5)cc3)no2)cc(OC)c1OC	-30.1	2.7	10.5	-39.3	-63.4	-4.3	-11.8	59.1*	-1.6	-37.7	2.8
CCCCNc1nc(-c2ccccc2)nc(-n2ccnc2)n1	5.7	-7.5	2.0	5.5	-9.7	2.4	-8.3	-13.5	-1.2	-5.2	-6.0
CCO[C@H]1OC(C(=O)N2CCN(Cc3ccccc3)CC2)=C[C@@H](c2cn(C(C)=O)c3ccccc23)[C@@H]1CCCO	-19.2	9.5	-2.9	-6.4	-26.9	-3.7	13.9	-2.4	-7.0	-4.0	5.6
(further entries)
SMILES	NCOA2 inhibitor	NOD2-RIPK2 inh	Vif imaging	TROY NFkB inh	NCOA3 inh	LRH-1 inv ag	COUP-TFII inh	C8 TRAIL sens	TLR9-MyD88 block	NCOA1 inh	LMP1 NFkB inh
N#C/C(=C/c1cn(-c2ccccc2)nc1-c1cccc(S(=O)(=O)N2CCCC2)c1)C(=O)NCc1ccco1	-36.0	-6.1	-10.7	-6.8	10.7	-24.7	28.2	-7.7	3.1	6.7	9.7
Cc1ccc(S(=O)(=O)NCCC(=O)NC2CCCCC2)cc1	-2.9	-14.4	-8.0	-11.4	-4.0	-16.4	-1.6	-8.4	-8.9	13.1	1.1
O=C(c1cnn2c(C(F)(F)F)cc(-c3ccc(Br)cc3)nc12)N1CCOCC1	0.0	5.2	-4.9	-14.5	-10.3	-5.3	4.8	-4.5	1.4	2.1	-10.6
COC(=O)c1ccc(C2C3=C(Nc4nnnn42)c2ccccc2OC3)cc1 (centres undefined)	-13.0	2.9	2.5	-1.6	7.1	-11.9	10.4	-2.5	0.1	-2.9	-14.8
S=C(NCCc1ccccc1)N1CCN(C(c2ccccc2)c2ccccc2)CC1	8.6	-5.5	3.4	2.9	13.4	14.4	-1.4	-3.4	-3.2	3.9	-13.9
CC(=O)c1nn(-c2cccc(C(F)(F)F)c2)c(=O)[nH]c1=O	-17.4	0.6	-2.7	5.2	17.4	9.6	-2.8	-29.8	0.6	3.4	9.3
CCN(CC)c1ccc(NC(=O)Nc2ccccc2)cc1	-62.5	-6.2	11.1	-51.8	-87.6	-131.4	-40.7	59.2*	-7.1	-113.8	-26.0
COc1ccc(OC(=O)CCCN2C(=O)c3ccccc3C2=O)cc1	-40.7	-2.3	.	10.9	-2.7	12.1	-0.8	3.6	-0.8	6.9	-13.3
CN(CC(=O)Nc1ccc(F)cc1)C(=O)Cn1cnc2ccc(Cl)cc2c1=O	-7.2	-2.5	24.8	7.2	8.1	-2.5	-3.9	1.2	-2.9	2.8	16.4
CCOc1ccccc1NS(=O)(=O)c1ccc(Br)s1	3.2	1.6	16.1	-6.2	10.6	-17.1	1.9	5.5	-1.6	10.1	-3.0
CN(c1ccccc1)S(=O)(=O)c1cccc(NC(=O)c2ccc3ncsc3c2)c1	-4.6	-9.0	-8.1	62.8*	22.4	8.9	24.2	14.4	0.8	-18.4	-0.7
c1ccc(-n2ncc3c(N4CCCC4)ncnc32)cc1	-26.5	-5.0	-3.8	-0.5	-100.5	-168.3	-32.8	45.9	-5.4	-82.1	24.4
O=S(=O)(NCc1ccccc1)c1ccc(Cl)c(S(=O)(=O)NCc2ccccc2)c1	18.4	10.1	-2.5	3.1	-0.6	18.2	9.3	-19.1	-2.5	-8.3	3.7
O=C(NCCc1ccccn1)C1CCN(S(=O)(=O)c2ccc3ccccc3c2)CC1	-36.9	-2.5	-1.6	7.7	-0.5	0.9	7.2	-4.9	-10.3	1.1	-6.2
O=C(/C=N/O)Nc1ccccc1C(=O)O	-5.7	3.8	10.6	4.2	-5.9	14.0	-6.9	-8.7	2.8	-28.9	1.8
COc1ccccc1N1CCN(c2nc(N)c(C#N)c(CC#N)c2C#N)CC1	-2.2	3.7	1.2	7.6	-13.8	-15.5	-9.2	-17.8	-5.4	-47.3	2.6
Cc1ccc(OCCOc2ccc(Br)cc2)c([N+](=O)[O-])n1	-52.2	-18.1	19.6	-63.5	-38.7	-92.1	-43.9	11.5	-6.9	-104.7	-18.7
CN(C)CCCN(C(=O)c1ccc(S(=O)(=O)N2CCCCCC2)cc1)c1nc2c(F)cccc2s1	-12.1	3.2	-8.4	-6.0	2.1	8.8	-13.4	0.4	11.7	-15.4	4.7
COC(=O)C1=C(C(=O)OC)C2(OC1c1ccccc1C)C(=O)c1ccccc1C2=O (centres undefined)	-5.2	-11.5	-10.0	17.6	10.3	-7.4	2.8	22.4	-6.8	-38.0	2.7
O=C(N/N=C/C(Cl)=C\c1ccccc1)c1cccs1	-30.4	-5.9	-4.3	-58.3	-105.6	-119.2	-59.2	25.8	-6.2	-114.0	-2.2
CC(NC(=O)c1ccccc1)C(=O)N/N=C/c1ccco1 (centres undefined)	-10.2	-1.1	-5.0	-1.2	-8.6	-8.7	11.2	0.6	-2.0	4.9	2.3
CCC1CN(C(=O)NCc2cccc(OC)c2)c2cc(Cl)ccc2O1 (centres undefined)	-17.0	-13.2	-4.5	-0.7	-3.3	10.9	6.0	-3.1	7.9	0.5	1.8
O=C(Nc1ccccc1)Nc1ccc2ncoc2c1	-46.5	3.7	-13.4	-32.2	-19.5	-35.5	-37.7	-11.9	-2.1	-46.5	-10.0
O=C(NCCCN1CCCC1=O)c1ccc2c(=O)n(Cc3ccco3)c(=S)[nH]c2c1	1.2	-4.2	18.9	2.7	15.1	19.3	2.5	8.0	5.8	-19.5	-1.1
Cc1nc2ccc([N+](=O)[O-])cc2c(=O)n1Cc1ccccc1Br	4.2	12.0	-10.2	13.1	17.3	-0.9	-0.5	-0.7	-1.8	5.2	6.7
Cc1ccc(/C([O-])=C(/C(=S)NCc2ccccc2)[n+]2ccccc2)cc1[N+](=O)[O-]	-4.8	-3.4	-3.5	27.1	12.3	4.0	20.1	-23.1	-2.8	-8.7	-1.7
S=C(c1ccc(-c2ccc(Br)cc2)o1)N1CCCCC1	-51.7	4.9	-1.3	-25.8	-53.8	-127.2	-36.5	13.7	-3.5	-83.5	-41.6
Cc1ccc([N+](=O)[O-])c(OCCn2cnc3ccccc32)c1	-14.3	-5.5	2.4	4.1	24.0	7.4	0.1	-23.9	4.3	-2.4	8.5

Sorted by molecular weight (high to low): three of the compounds above
SMILES	NCOA2 inhibitor	NOD2-RIPK2 inh	Vif imaging	TROY NFkB inh	NCOA3 inh	LRH-1 inv ag	COUP-TFII inh	C8 TRAIL sens	TLR9-MyD88 block	NCOA1 inh	LMP1 NFkB inh
S=C(NCCc1ccccc1)N1CCN(C(c2ccccc2)c2ccccc2)CC1	8.6	-5.5	3.4	2.9	13.4	14.4	-1.4	-3.4	-3.2	3.9	-13.9
S=C(c1ccc(-c2ccc(Br)cc2)o1)N1CCCCC1	-51.7	4.9	-1.3	-25.8	-53.8	-127.2	-36.5	13.7	-3.5	-83.5	-41.6
Cc1ccc(S(=O)(=O)NCCC(=O)NC2CCCCC2)cc1	-2.9	-14.4	-8.0	-11.4	-4.0	-16.4	-1.6	-8.4	-8.9	13.1	1.1
